BRCA1 expr act = activators of BRCA1 expression. MCF7-BRCA1-FFLuc reporter, luminescence, 48 h; response scale: scaled: vehicle 0%, 10 µM genistein 100%. Potency, µM (top dose mostly 46.1 µM), for inactives: top-dose activation, usual class: activators. hit rate 1.1% among 380,000; also: nearly all actives have a fitted effect of over 80% in size; some results filed as inactive show a strong effect at the top dose
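MCF7 cells carrying a BRCA1-firefly luciferase reporter (2000 cells/well, phenol-red free MEM) were attached for 2 h at 37 °C, then given compounds for 48 h. Luminescence was read 15 min after luciferase reagent; activity normalized to genistein (10 microM) and DMSO.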
ELG1 genotox = induces genotoxicity in HEK293T cells with luciferase-tagged ELG1; hit rate 1.3% among 330,000; AID 504466; Potency, µM (series often up to 46 µM), without a hit: top-dose activity change, positive = activation, actives largely listed as activators; HEK293T ELG1-luciferase reporter, luminescence, 16 h; also: % of control where 0% means no effect; nearly all actives have a fitted effect of over 60% in size
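Genotoxic stress is detected as increased luminescence from luciferase-tagged ELG1 in HEK293T cells, measured with ONE-Glo after a 16 hr treatment at 37 °C.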
uPA surface inh = cell surface uPA generation inhibition | cell surface uPA generation assay, qHTS | Potency, µM (titrated, usually from 38.3 µM), for the others: at the top dose activity change, negative = inhibition, usual class: inhibitors | hit rate 0.31% among 330,000; active = well fitted inhibition curve with a large enough effect; inconclusive = small, poorly fitted or top-dose-only effect; inactive = no such curve, though single readings can be large or run the other way; tested in mouse RAW 264.7 cells; also: % is scaled to controls: 0 for no effect and ±100 for the full control effect; nearly all actives have a fitted effect of over 55% in size
CXXC DNA block = blocks binding of human MLL CXXC domain to DNA | hit rate 0.037% among 290,000 | Q03164 | MLL-CXXC / FITC-HOXA9 DNA fluorescence polarization | Potency, µM (doses to about 115 µM), without a hit: top-dose activity change, negative = inhibition, actives largely listed as inhibitors; active = well fitted inhibition curve with a large enough effect in the polarisation, with a control signal flat, not every such curve was filed as active; inconclusive = small, poorly fitted or top-dose-only effect, or effect the other way, or a change in a side signal; inactive = no such curve, though single readings can be large or run the other way; the % refers to the polarisation
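Fluorescence polarization: 7 uM MLL-CXXC (stock) preincubated 5 min with compounds, then 50 nM fluorescein-HOX-A9 DNA (stock) added; 30 min ambient. Buffer 50 mM Tris-HCl pH 7.5, 50 mM NaCl, 1 mM DTT, 0.05% BSA.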
Rab9 promoter act = activates the Rab9 promoter; hit rate 2.8% among 320,000; Huh7 Rab9 promoter-luciferase reporter, luminescence, 24 h; AID 485297; Potency, µM (highest dose often 9.22 µM), for inactives: at the top dose activation, negative = inhibition, most hits filed as activators; also: % of control where 0% means no effect; nearly all actives have a fitted effect of over 60% in size
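Stable Rab9-luc Huh7, 1500 cells/well, 2 h settle; cmpd in DMSO, 24 h, 37 °C/5% CO2; luciferase reagent 10 min RT; luminescence.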
MBNL1-CUG inh = inhibitors of human MBNL1 binding to CUG repeat RNA; Q9NR56; TR-FRET MBNL1-His/biotin-(CUG)12 binding, 665/545 ratio; Potency, µM (titrated, usually from 57.5 µM), inactives show top-dose activity change, negative = inhibition, hits mostly inhibitors; hit rate 0.036% among 280,000; AID 2675; active = well fitted inhibition curve with a large enough effect in the signal ratio, with a control signal flat, not every such curve was filed as active; inconclusive = small, poorly fitted or top-dose-only effect, or effect the other way, or a change in a side signal; inactive = no such curve, though single readings can be large or run the other way; the % refers to the signal ratio; also: % is scaled to controls: 0 for no effect and ±100 for the full control effect
Target sequence (Q9NR56 whole entry, looked up): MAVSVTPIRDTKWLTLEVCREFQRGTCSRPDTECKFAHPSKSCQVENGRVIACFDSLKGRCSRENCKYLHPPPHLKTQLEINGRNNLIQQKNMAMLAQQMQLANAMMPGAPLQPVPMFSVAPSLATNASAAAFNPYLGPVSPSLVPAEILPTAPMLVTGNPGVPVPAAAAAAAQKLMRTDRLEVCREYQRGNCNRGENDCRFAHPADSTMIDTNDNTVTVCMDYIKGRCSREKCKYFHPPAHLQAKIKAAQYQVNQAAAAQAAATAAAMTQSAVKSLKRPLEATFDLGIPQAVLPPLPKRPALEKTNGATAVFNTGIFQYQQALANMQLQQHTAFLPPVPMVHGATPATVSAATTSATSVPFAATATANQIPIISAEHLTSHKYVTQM
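His-tagged MBNL1 binding to biotinylated (CUG)12 RNA was measured by TR-FRET using terbium anti-His antibody (0.055 ng/ul final) and streptavidin-XL665 (5 nM final). Compounds were titrated 92 nM to 58 uM; 60 min at room temperature.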
FLuc modulator = counter-screen for miR-21 project: firefly luciferase inhibitors or activators | P08659 | purified FLuc, Km substrates, luminescence inhibition | Potency, µM (top dose mostly 57.5 µM), without a hit: at the top dose activity change, negative = inhibition, actives largely listed as inhibitors | hit rate 6.9% among 360,000 | AID 588342;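 also: plate controls were vehicle for no effect and reference inhibitor for full effect; nearly all actives have a fitted effect of over 55% in size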
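Biochemical qHTS of compounds, final roughly 60 µM downward over six points, against 10 nM purified firefly luciferase using Km concentrations of substrates (10 uM D-luciferin, 10 uM ATP) in Tris acetate pH 7.5 buffer; luminescence output.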
Gal4-VP16 FLuc = counter-screen for ROR gamma inhibitors: Gal4-VP16 reporter. hit rate 3.5% among 310,000. AID 2546. Potency, µM (highest dose often 53.6 µM), inactives show top-dose activity, negative = inhibition, most hits filed as inhibitors. Drosophila S2 Gal4-VP16 UAS-luciferase, luminescence, 20 h;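 also: Gal4-VP16 expression switched on by copper sulfate through the metallothionein promoter; % is scaled to controls: 0 for no effect and ±100 for the full control effect; nearly all actives have a fitted effect of over 50% in size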
p53 reactivation = mutant p53 re-activation in reporter cells; H1299 p53-A138V BP100-luciferase reporter, luminescence, 24 h; Potency, µM (highest dose often 92.2 µM), inactives show at the highest dose activity change, positive = activation, most hits filed as activators; hit rate 0.063% among 320,000; AID 504706; also: % of control where 0% means no effect; nearly all actives have a fitted effect of over 45% in size
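p53-null H1299 cells stably carrying temperature-sensitive p53-A138V and a BP100-luciferase reporter were pinned with compounds (4-point, 1:5 series) and held 24 hrs at 37 deg C. Luminescence was read 10 min after detection reagent.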
NPC1 promoter act = activators of NPC1 promoter; Potency, µM (top dose mostly 9.22 µM), for inactives: at the top dose activation, actives largely listed as activators; hit rate 2.4% among 320,000; Huh7 NPC1 promoter luciferase reporter, 24 h; AID 485313;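 also: % of control where 0% means no effect; nearly all actives have a fitted effect of over 60% in size; reporter is driven by a mutant NPC1 promoter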
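Luminescence from an NPC1 promoter-driven luciferase reporter in stably transfected Huh7 cells was measured after 24 h compound treatment at 37 °C, followed by 10 min ambient incubation with luciferase detection reagent.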
RORg inh = blocks mouse ROR gamma transcriptional activity; Drosophila S2 Gal4-RORgamma UAS-luciferase reporter, 20 h; Potency, µM (top dose mostly 53.6 µM), inactives show at the top dose activity change, negative = inhibition, actives largely listed as inhibitors; hit rate 5.4% among 310,000; AID 2551; also: % is scaled to controls: 0 for no effect and ±100 for the full control effect; nearly all actives have a fitted effect of over 60% in size
Target sequence (P51450 whole entry, looked up, the tested form may be a part): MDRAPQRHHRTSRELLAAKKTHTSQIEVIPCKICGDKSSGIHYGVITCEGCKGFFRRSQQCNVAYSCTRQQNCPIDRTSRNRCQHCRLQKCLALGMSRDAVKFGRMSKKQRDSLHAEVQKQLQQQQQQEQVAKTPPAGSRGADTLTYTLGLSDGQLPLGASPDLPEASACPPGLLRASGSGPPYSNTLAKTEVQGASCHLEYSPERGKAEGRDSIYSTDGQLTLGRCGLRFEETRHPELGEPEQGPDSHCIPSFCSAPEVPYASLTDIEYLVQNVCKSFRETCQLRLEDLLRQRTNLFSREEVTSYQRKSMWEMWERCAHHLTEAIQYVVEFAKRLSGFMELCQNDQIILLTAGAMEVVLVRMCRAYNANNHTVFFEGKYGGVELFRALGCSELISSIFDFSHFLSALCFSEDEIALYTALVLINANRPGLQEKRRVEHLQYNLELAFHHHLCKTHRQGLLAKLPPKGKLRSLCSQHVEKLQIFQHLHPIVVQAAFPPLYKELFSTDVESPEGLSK
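ROR gamma transcriptional activity was tracked as Gal4-UAS luciferase output in stably transfected Drosophila Schneider cells, with compound added 1 hr before 700 uM copper sulfate induction and a 20 hr ambient-temperature incubation.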
Active calls of the source: *; ? = inconclusive; / = no result given; [ ] = remark or other dose. Unless noted, calls follow the shape of the dose curve; as a rule, active = well fitted curve in the direction sought with a large enough effect; inconclusive = small, poorly fitted or top-dose-only effect, or another doubt; inactive = no such curve, though single readings can be large; an effect the other way counts as inactive or inconclusive. Potency is read from the fitted curve at half-maximal effect.

SMILES | BRCA1 expr act | ELG1 genotox | uPA surface inh | CXXC DNA block | Rab9 promoter act | MBNL1-CUG inh | FLuc modulator | Gal4-VP16 FLuc | p53 reactivation | NPC1 promoter act | RORg inh
COCCNC(=O)C(c1ccc(OC)cc1)N(Cc1ccco1)C(=O)CCC(=O)Nc1ccccn1 (configuration not stated) | 5% | 1% | -2% | -1% | 2% | 0% | 3% | -3% | -1% | -1% | 12%
Cc1noc(C)c1CSCC(=O)Nc1ccc(OC(F)F)c(Cl)c1 | -23% | 0% | 4% | / | -2% | / | 1% | / | -2% | -5% | /
COc1ccccc1CC(=O)Nc1sc2c(c1C(N)=O)CCCC2 | -27% | 24% | -1% | 7% | 0% | 10% | -2% | -1% | -1% | -3% | 12%
CC(C)c1ccc(N2C=Nc3ccc(C(C)C)cc3C2)cc1 | -1% | ? | -3% | -3% | 11% | -3% | ? | ? | 5% | 6% | 7.9µM*
CNC(=O)NC(=O)COc1c(F)c(F)cc(F)c1F | 4% | 2% | 3% | 31% | 2% | -14% | 0% | 1% | -4% | 4% | 23%
CCSc1nnc(NC(=O)C2Cc3ccccc3CN2S(=O)(=O)CC)s1 (configuration not stated) | 34% | 8% | -9% | 5% | 17% | / | ? | -93% | 8% | 0% | ?
O=C(Nc1nc2ccccc2[nH]1)C1CC1 | -25% | 10% | -11% | 2% | 0% | -4% | ? | ? | 11% | -15% | ?
N#CC1(c2ccccc2)CCCN1C(=O)c1ccc(Br)o1 (configuration not stated) | 1% | 3% | 3% | 2% | 0% | 7% | 4% | 1% | -3% | 9% | -19%[10 µM]
Oc1ccc(O)c2c1C1c3ccccc3C2c2ccccc21 | / | -1% | / | 12% | 4% | -2% | -13% | 20µM* | -32%[inhibitor] | -1% | 7.9µM*
Cc1ccc(S(=O)(=O)CC(=O)c2cc(C)c(O)c(C)c2)cc1 | 6% | -2% | -4% | -8% | 6% | 6% | -6% | -20% | 0% | -5% | -33%
COc1ccc(C(=O)C(C)OC(=O)c2sc(C)nc2C)cc1 (configuration not stated) | -13% | 1% | -9% | / | 2% | / | 0% | / | -5% | -5% | /
Cc1ccc(NC(=O)CSc2nc3ccc(Nc4nc(N5CCOCC5)nc(N5CCOCC5)n4)cc3s2)cc1 | -23% | -5% | 1% | -9% | -5% | -7% | 0% | 1% | -10% | -19% | ?
COc1ccc(/C=C/C(=O)Nc2ccc(-n3nncc3-c3ccccc3)cc2)cc1OC | -40% | -9% | -13% | 20% | 0% | 33%[activator] | 5% | -2% | -22% | -7% | ?
O=C(Nc1nnc(CCc2ccccc2)s1)C1CCCO1 (configuration not stated) | -50% | ? | 8% | -6% | 6% | -6% | -3% | 10% | ? | -3% | ?
O=[N+]([O-])/C(C(=C(Cl)Cl)N1CCOCC1)=C1\NCCO1 | -9% | 1% | -3% | -2% | 0% | -10% | 1% | 0% | -2% | -3% | -18%
O=S(=O)(Cc1ccc(Cl)cc1)CC(O)COCc1ccccc1 (configuration not stated) | 1% | -5% | 9% | -21% | 2% | 0% | 2% | 2% | -2% | -5% | -8%
CCOc1ccc(OCC(=O)OCC(=O)N2CCN(C(=O)c3ccco3)CC2)cc1 | 2% | -6% | -80% | / | 4% | / | -7% | / | 2% | 13% | /
COc1ccccc1NS(=O)(=O)c1cc2c3c(c1)CCN3C(=O)CC2 | -31% | ? | 10% | / | -8% | / | 0% | / | 9% | -5% | /
CCN1CCN(CC(=O)Nc2ccc(C)cc2C)C(=O)C1=O | -19% | 3% | 3% | 7% | 2% | -6% | 1% | -2% | 2% | 1% | -40%
O=C(COC(=O)c1ccccc1NC(=O)c1ccco1)Nc1ccc2c(c1)OCO2 | 13% | -1% | 7% | 14% | 12% | -19% | ? | 2% | 23% | 0% | 28%
CC(=O)N(C)c1ccc(NS(=O)(=O)c2cccc3nsnc23)cc1 | -6% | 1% | -3% | -7% | -3% | ? | -2% | / | / | -4% | /
Oc1ccc(-n2nnnc2SCc2c(F)cccc2Cl)cc1 | -8% | -1% | -11% | 4% | 0% | -7% | -4% | -5% | -4% | 0% | -30%
N#CCCn1cc(/C=N/O)c(-c2cccc([N+](=O)[O-])c2)n1 | -5% | -3% | 0% | -3% | -4% | ? | -1% | 6% | ? | 0% | -18%
CCn1c2ccccc2c2cc(NC(=O)CSc3nnc(C4CC4)n3Cc3ccco3)ccc21 | -53% | -5% | 7% | 4% | -7% | -4% | -11% | 3% | ? | 6% | -9%
COc1ccccc1N1CCN(C(=O)c2ccc3c(c2)NC(=O)C(CSCc2ccccc2C)N3)CC1 (configuration not stated) | / | -1%[9.26 µM] | / | 10% | -6% | 13% | -1% | -3% | 6% | -2% | -19%
CC1(N2CCOCC2)CC2(O)C(=[N+]1[O-])CCc1nonc12 (configuration not stated) | / | -6% | / | 9% | -2% | ? | 4% | 6% | -1% | 1% | -13%[10 µM]
CCOC(=O)/C(=N\Nc1cccc(C(F)(F)F)c1)N1CCOCC1 | 0% | -1% | -5% | -10% | 0% | -4% | 5% | -8% | -1% | -1% | 11%
Cc1cc(/C=C2/SC(=O)N(CC(=O)N3CCCC3)C2=O)ccc1N1CCOCC1 | 25% | -1% | 0% | 67%[activator] | 0% | ? | 17µM* | 0% | 2% | -1% | 10%
CCOc1ccc(S(=O)(=O)Nc2cccc(C(=O)N3CC(C)OC(C)C3)c2)cc1 (configuration not stated) | -9% | 1% | 2% | / | 3% | / | 1% | / | 1% | 0% | /
COc1ccc(C(CNC(=O)CNC(=O)c2ccc(F)cc2)N2CCCC2)cc1 (configuration not stated) | 3% | -1% | 5% | / | -6% | / | 2% | / | -10% | 0% | /
O=C(NCC1CC1)c1ccc2c3n(nc2c1)-c1ccccc1CO3 | ? | ? | 1.4µM* | 1% | ? | ? | 0.48µM* | ? | 13% | 0.35µM* | 14µM*
COc1ccccc1C(=O)NC(=O)Nc1c(C)cc(C)cc1C | -1% | 3% | 5% | -16% | 0% | -5% | -20% | 13% | 5% | -1% | 19%
COc1ccccc1NC(=O)COc1ccc(/C=N/NC(=O)CSCc2ccc(Cl)cc2)cc1 | -23% | -7% | 5% | -4% | -2% | -7% | -1% | -11% | 0% | -1% | 0%
COc1ccc(Cl)cc1CSc1n[nH]c(C)n1 | 0% | 4% | / | 4% | 0% | -8% | 3% | 6% | 3% | 2% | 0%
OCCSc1nc(-c2ccccc2)nc2ccc(F)cc12 | -9% | -5% | -18% | -19% | 14% | 44%[activator] | ? | 2% | -4% | -1% | -9%
COc1ccc(NC2SC(=O)N(CC(=O)O)C2=O)cc1 (configuration not stated) | -17% | 2% | -6% | -4% | 1% | -2% | -13% | 7% | 20% | -2% | -12%
CS(=O)(=O)c1ccc(-n2c(=O)n(Cc3ccccc3)c(=O)c3[nH]cnc32)cc1 | -5% | -3% | 14% | 20% | 1% | -4% | -2% | -7% | -5% | 1% | 3%
Cc1cc(C)nc(N2CCCC(C(=O)NCc3ccccc3F)C2)n1 (configuration not stated) | -4% | -1% | 2% | 2% | 0% | 5% | 0% | -13% | 0% | -3% | -1%
NC(=O)c1ccccc1OCCOc1ccc(Br)cc1 | 26% | -13% | -2% | 8% | 0% | 5% | ? | -4% | 1% | -4% | ?
CCOc1ccc2nc(N/C(N)=N/C(=S)Nc3cccc(OC)c3)nc(C)c2c1 | -3% | -9% | 4% | 20% | -6% | -7% | ? | ? | -1% | -6% | 0.79µM*
NC(=O)C1(N2CCCCC2)CCN(C(=O)c2ccc(-n3cnnn3)cc2)CC1 | 5% | -1% | -4% | -3% | 5% | 3% | -2% | 1% | 1% | 5% | 16%
Cc1ccc(OCC(=O)NCCCNC(=O)c2cccnc2)cc1C | 18% | 16% | -3% | 5% | 6% | 4% | 0% | 3% | 4% | -2% | -2%
COc1ccccc1NC(=O)C1=C(C)NC(=O)NC1c1cccc(OC)c1OC (configuration not stated) | -13% | -8% | -1% | 1% | -5% | -14% | 2% | 0% | -3% | 3% | 19%
CC(C)(C)OC(=O)N1CCC2(CC1)C(C#N)=C(N)OC1=C2C(=O)CCC1 | 0% | 8% | 2% | -2% | -3% | -5% | 6% | 3% | -3% | 0% | -21%
CN(C)NC(=S)NC1CC2CCC1C2 (configuration not stated) | -6% | 1% | -2% | 4% | 1% | -12% | 6% | 13µM* | -1% | 0% | 5.6µM*
O=C(NCc1ccccc1Cl)C(=O)NCC1CCCN1S(=O)(=O)c1cccs1 (configuration not stated) | -5% | -2% | 3% | / | -2% | / | -4% | / | -6% | -3% | /

Source: PubChem (National Center for Advancing Translational Sciences (NCATS))

A portion of the library; the hit share may differ from the screen's.
